Source: PubChem BioAssay (Sanford-Burnham Center for Chemical Genomics)
NRP1-CendR mod – modulators of CendR peptide binding to human neuropilin-1 | O14786 | FAM-RPARPAR peptide binding to NRP-1, fluorescence polarization | inhibition, % at 25 µM | hit rate 0.85% among 360,000;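 active = inhibition or corrected inhibition above about 18%, plus a signal ratio from 0.5 to 1.5, limit read from the data, passing the limit was not always enough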; note: strong numbers were not always called active
Scp-1 inhibitor – Scp-1 (human) phosphatase inhibition; hit rate 0.88% among 340,000; Q9GZU7; AID 493091; inhibition, % at 20 µM; Recombinant Scp1, phosphopeptide, malachite green phosphate absorbance;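 active = inhibition above about 50% at 20 µM, limit read from the data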;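 note: plate controls were DMSO wells with enzyme for no effect and wells lacking enzyme for full effect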
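assay system = SCP-1 phosphatase catalytic domain, residues 76-261 | buffer or medium = 50 mM Tris acetate pH 5.5, 0.005% Tween-20, 10 mM MgCl2 | incubation = enzyme reaction 45 min at room temperature, colour 5 min, stabilisation 30 min | signal = Phosphate-binding colour reagent, absorbance read at 630 nm | measure = % inhibition at 20 µM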
DNMT1 inh – inhibitors of human DNMT1 | P26358 | hit rate 0.83% among 360,000 | inhibition (reported as % activation of signal), % at 10 µM | DNMT1 molecular beacon, Hinp1I cleavage, fluorescence; in the data active = inhibition above about 50%
Target sequence (P26358 504-1616 limits assumed): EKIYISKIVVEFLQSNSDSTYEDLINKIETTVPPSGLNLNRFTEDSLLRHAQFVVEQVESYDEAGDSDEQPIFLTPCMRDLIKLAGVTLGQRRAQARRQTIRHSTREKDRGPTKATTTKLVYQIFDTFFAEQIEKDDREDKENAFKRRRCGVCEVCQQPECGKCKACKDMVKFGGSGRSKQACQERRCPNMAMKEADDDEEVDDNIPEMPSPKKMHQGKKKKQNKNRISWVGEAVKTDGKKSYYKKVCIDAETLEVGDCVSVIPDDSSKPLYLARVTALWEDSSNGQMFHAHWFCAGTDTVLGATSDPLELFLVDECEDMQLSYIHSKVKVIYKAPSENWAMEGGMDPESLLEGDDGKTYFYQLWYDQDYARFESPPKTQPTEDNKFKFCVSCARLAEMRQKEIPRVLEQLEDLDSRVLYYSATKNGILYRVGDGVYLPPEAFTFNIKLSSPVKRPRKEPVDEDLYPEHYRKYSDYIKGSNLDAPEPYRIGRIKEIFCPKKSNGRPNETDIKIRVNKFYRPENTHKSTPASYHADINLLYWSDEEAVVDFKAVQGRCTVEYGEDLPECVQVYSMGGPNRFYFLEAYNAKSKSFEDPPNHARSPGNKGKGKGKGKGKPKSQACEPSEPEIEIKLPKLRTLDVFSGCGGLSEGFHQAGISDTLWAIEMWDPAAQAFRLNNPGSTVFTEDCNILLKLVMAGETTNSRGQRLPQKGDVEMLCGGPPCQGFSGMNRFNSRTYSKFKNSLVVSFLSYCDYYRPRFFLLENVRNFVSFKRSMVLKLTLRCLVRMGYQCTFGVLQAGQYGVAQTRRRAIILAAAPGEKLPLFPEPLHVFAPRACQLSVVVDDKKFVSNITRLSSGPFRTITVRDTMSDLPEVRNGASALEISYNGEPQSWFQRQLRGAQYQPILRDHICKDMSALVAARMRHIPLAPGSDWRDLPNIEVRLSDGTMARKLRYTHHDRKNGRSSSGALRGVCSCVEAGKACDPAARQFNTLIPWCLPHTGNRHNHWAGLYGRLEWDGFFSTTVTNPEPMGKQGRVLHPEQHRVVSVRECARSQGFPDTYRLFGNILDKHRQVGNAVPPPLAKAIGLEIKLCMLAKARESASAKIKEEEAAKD
SUMO1 PPI mod – alters human SUMO1 binding to SIM partners | SUMO1 binding to a labelled peptide, TR-FRET, 1 h | inhibition, % at 20 µM | hit rate 0.33% among 360,000 | AID 602429; in the data active = inhibition above about 37%
STEP block – blocks human striatal-enriched tyrosine phosphatase. hit rate 0.25% among 360,000. recombinant STEP, OMFP fluorogenic substrate, fluorescence. inhibition, % at 20 µM. AID 588621;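 active = inhibition at 20 µM, scaled per plate between control wells, above about 37%, limit read from the data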;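 note: 0% = DMSO with enzyme and substrate and 100% = substrate only without enzyme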
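Material: STEP (striatal-enriched tyrosine phosphatase) enzyme, cell-free; Compound dosing: 20 µM single dose in 1% DMSO; Technique: fluorescence read at 480 nm ex / 540 nm em; Times: reaction 20 min, ambient temperature; Medium: 50 mM Bis-Tris pH 6.0 with 2.5 mM DTT and 0.005% Tween 20; Also added: OMFP at 25 µM.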
Rpn11 block – Rpn11 (human) deubiquitinase inhibition. human 26S proteasome, Ub4-pepOG fluorescence polarization; 20S core pre-blocked with epoxomicin. hit rate 0.59% among 360,000. O00487. calls only at 20 µM. AID 588493;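 active = inhibition at 20 µM, scaled to each plate's controls, above about 33%, limit read from the data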
LMPTP block – blocks human LMPTP phosphatase; hit rate 0.22% among 360,000; P24666; AID 651560; recombinant LMPTP-A, OMFP fluorogenic substrate, fluorescence intensity; inhibition, % at 20 µM;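 active = compounds that cut the enzyme signal by at least half of the control window in the single-dose screen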;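 note: plate controls were DMSO wells with enzyme plus substrate for no effect and substrate without enzyme for full effect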
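Test system: LMPTP-A, protein tyrosine phosphatase of low molecular weight; Input: 0.625 nM enzyme; Incubation: 50 min dark incubation at room temperature; Signal: endpoint fluorescence intensity from OMFP dephosphorylation; Read-out basis: % inhibition versus control wells.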
SKN-1 block – C. elegans SKN-1 inhibition; inhibition, % at 21.8 µM; hit rate 0.49% among 360,000; C. elegans VP596 Pgst-4::GFP/RFP ratio, acrylamide-induced, 24 h; AID 624304;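 active = interference check ratio from 0.5 to 1.5 plus GFP to RFP signal ratio inhibition reaching or exceeding a fixed threshold, cut at about 30% in these data, passing the limit was not always enough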; note: some compounds called inactive have numbers as strong as hits
NadD inh – inhibitors of Staphylococcus aureus NadD. purified NadD enzyme, colorimetric absorbance read-out. inhibition, % at 20 µM. hit rate 0.78% among 360,000. AID 602399; in the data active = inhibition above about 26%; note: some compounds past the cut are filed as inactive
MT1-MMP act inh – MT1-MMP (human) activation inhibition. HT1080 RFP-PRO-GFP cells, GFP/RFP ratio fluorescence, overnight; percent of plate control window, DMSO zero. GFP/RFP ratio change, % at 20 µM. hit rate 0.061% among 360,000;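 active = GFP/RFP ratio change of at least 30% with cell ATP level not reduced by more than half and red fluorescence within 50% of control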; note: strong numbers were not always called active
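Read-out: GFP/RFP fluorescence ratio; Test system: RFP-PRO-GFP reporter HT1080 cells; Compound dosing: single-point 20 µM compound, 1% DMSO; Times: overnight compound exposure at 37 °C.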
* hit, by the source's call; i = inactive; / = not tested or not shown. Hits appear at their usual frequency; overall some 3.9% were active at least once.

SMILES	NRP1-CendR mod	Scp-1 inhibitor	DNMT1 inh	SUMO1 PPI mod	STEP block	Rpn11 block	LMPTP block	SKN-1 block	NadD inh	MT1-MMP act inh
CNC[C@H](Cc1ccccc1)NC[C@@H](Cc1cccc2ccccc12)NCCc1ccc(C)cc1	4	3	-4	-154	9	i	4.5	-10	17	-9
O=C(C1=C(O)C(=O)N(CCCn2ccnc2)C1c1ccccc1)c1ccco1 (configuration not stated)	6	-2	-1	1	-4	i	-3.9	-11	-4	-2
Oc1ccc[n+](CC(O)c2ccccc2)c1 (configuration not stated)	-2	0	3	-3	-5	i	-1.8	-11	-2	-1
Cc1nc2ncnn2c(C)c1CCC(=O)NCCCN1CCN(c2cccc(Cl)c2)CC1	4	-18	-4	1	-2	i	0.0	8	0	7
COc1cc(C=NNC(=S)Nc2ccc(S(=O)(=O)N3CCCCC3)cc2)cc(OC)c1OC	-6	/	-11	4	2	i	3.5	11	15	5
C=CCOc1cccc(/C=C2\C(=O)N(Cc3ccc(C)cc3)C(C)=C2C(=O)OC)c1	-7	-20	-3	-2	1	i	3.6	-1	9	-26
COc1cccc(C2C(C#N)=C(N)OC3=C2C(=O)CCC3)c1OC(=O)c1ccco1 (configuration not stated)	-18	3	0	0	-3	i	-1.9	10	4	-2
O=S(=O)(NCc1ccccc1)c1ccc(Cl)cc1	16	-17	2	3	-2	i	-0.5	-34	-2	-4
COc1ccc(NS(=O)(=O)c2c(C)[nH]c(C)c2C(=O)N2CCCCC2)cc1Cl	1	-4	-3	1	-1	i	0.5	8	-3	2
CCOC(=O)c1c(C)[nH]c(C)c1S(=O)(=O)NC(C)Cc1ccco1 (configuration not stated)	9	-7	-1	-4	2	i	0.9	-4	-1	3
Cc1ccc(-c2cn(C[C@H]3CC[C@@H]([C@@H]4CC[C@H](Cn5cc(-c6ccc(C)cc6)nn5)O4)O3)nn2)cc1	2	-3	-4	-1	2	i	-0.3	4	4	-1
N#CC1=C(N)Nc2ncnn2C1c1ccc([N+](=O)[O-])cc1 (configuration not stated)	0	-14	-1	-25	1	i	-1.7	-3	-3	2
Cc1cc(C(=O)NC2CCCCC2C)c2ccccc2n1 (configuration not stated)	13	-2	-1	0	0	i	0.2	1	4	-1
COc1ccc(S(=O)(=O)N2CCCC(C(=O)NCc3ccncc3)C2)cc1Cl (configuration not stated)	-2	-5	0	-6	-2	i	0.1	8	3	-4
O=C1Nc2ccccc2CCC1Sc1nnc(-c2ccc(Cl)cc2)s1 (configuration not stated)	-2	-14	-7	-2	2	i	3.1	7	1	5
CC1=C(C(=O)Nc2ccc(Cl)cc2C(=O)N2CCC(C(N)=O)CC2)SCCO1	1	1	-2	2	-1	i	-0.7	18	1	-3
O=C(CCSc1nc2ccccc2o1)Nc1ccccc1	-1	-14	-1	18	-2	i	-1.6	11	-1	2
COc1ccc(NS(=O)(=O)c2cc(NC(=O)c3cc(=O)c4ccccc4o3)ccc2OC)cc1	10	2	-3	1	-5	i	1.8	-7	-2	3
Cc1cccc(C)c1NC(=O)COC(=O)c1cc(S(=O)(=O)Nc2ccc(Cl)cc2)ccc1O	-7	5	5	0	1	i	-0.4	6	4	0
Cc1[nH]c(C(=O)N/N=C/c2ccc(C(=O)O)cc2)c(C)c1C(=O)N/N=C/c1ccc(C(=O)O)cc1	-21	39	7	-5	3	i	-1.4	-2	1	4
COc1ccc(NC(=O)N2CCCC2C(=O)Nc2cccc(C)c2C)cc1 (configuration not stated)	4	-1	0	11	3	i	0.1	1	5	1
COc1cc(NC(=O)C2=C(N3CCOCC3)/C(=C\c3ccc(Br)cc3)CC2)cc(OC)c1OC	1	-5	-2	-11	4	i	1.2	0	-4	-3
CCOC(=O)CSc1nn(-c2ccccc2)c(=S)s1	2	-7	-3	3	1	i	0.2	9	-9	8
CC(O)C(=O)NCCOCCOCCNC(=O)C(C)O (configuration not stated)	4	-7	4	4	1	i	0.1	-16	-1	-3
O=C(c1cc2cc(Cl)ccc2[nH]1)N1CCN(c2ccccn2)CC1	6	-4	0	-3	2	i	1.6	28	-4	-1

2 compounds from above, limited to DNMT1 inh.
Structure	DNMT1 inh
O=C(C1=C(O)C(=O)N(CCCn2ccnc2)C1c1ccccc1)c1ccco1 (configuration not stated)	-1
COc1ccc(S(=O)(=O)N2CCCC(C(=O)NCc3ccncc3)C2)cc1Cl (configuration not stated)	0

Quoted at random: 2 records from the list
SMILES	NRP1-CendR mod	Scp-1 inhibitor	DNMT1 inh	SUMO1 PPI mod	STEP block	Rpn11 block	LMPTP block	SKN-1 block	NadD inh	MT1-MMP act inh
Cc1ccc(-c2cn(C[C@H]3CC[C@@H]([C@@H]4CC[C@H](Cn5cc(-c6ccc(C)cc6)nn5)O4)O3)nn2)cc1	2	-3	-4	-1	2	i	-0.3	4	4	-1
O=C(CCSc1nc2ccccc2o1)Nc1ccccc1	-1	-14	-1	18	-2	i	-1.6	11	-1	2

The results go on.
SMILES	NRP1-CendR mod	Scp-1 inhibitor	DNMT1 inh	SUMO1 PPI mod	STEP block	Rpn11 block	LMPTP block	SKN-1 block	NadD inh	MT1-MMP act inh
Cc1noc(C)c1COc1ccc(C(=O)N2CCC(C(N)=O)CC2)cc1	-9	-10	6	0	0	i	-1.1	12	-2	-3
CCOc1ccccc1NC(=O)CCNS(=O)(=O)c1cccc2nsnc12	14	-3	0	-27	-2	i	-1.2	4	-7	0
CCC(=O)Nc1cccc(C2=NOC3(C2)C[C@@H](C(N)=O)N(C(=O)CC)C3)c1 (some centres not stated)	9	1	-2	0	-2	i	0.0	-12	-6	0
CCOC(=O)N1CCC(=NNC(=O)COc2cccc(C)c2)CC1	-10	-5	3	-1	-3	i	-0.3	-2	0	0
O=C1NCCCC1C(=O)Nc1ccccc1C(F)(F)F (configuration not stated)	-3	-5	0	-4	-2	i	-0.9	7	-5	-2
COc1cc(NC(=O)c2ccc(F)cc2)c(OC)cc1Cl	6	4	-6	-1	0	i	0.3	17	-3	9
O=P(OCC1CCCO1)(OCC1CCCO1)OCC1CCCO1 (configuration not stated)	2	-10	4	-1	0	i	-4.8	0	-6	-1
Cc1ccccc1CNC(=O)c1csc([C@H]2C[C@H](O)[C@@H](CO)O2)n1	-4	/	-1	1	1	i	-1.5	7	-6	3
Cc1cc(C)nc(SCC(=O)c2ccc(O)c(O)c2)n1	-25	22	11	0	-1	i	12	-1	0	8
O=C(NCc1cccnc1)c1ccccc1NS(=O)(=O)c1ccc(Br)cc1	9	-8	3	6	0	i	-0.9	6	-4	-3
COc1ccccc1CNc1ncnc2c1cnn2-c1ccccc1	-1	10	-4	0	1	i	1.5	3	0	-2
CCOC(=O)[C@]12CCCC=C1N(CCc1ccc(OC)c(OC)c1)C(=O)[C@H](CC(=O)NCCc1ccccc1OC)C2	5	/	/	3	/	/	0.3	-2	/	-6
O=C1NC2(CCCCC2)N=C1c1ccccc1	-1	0	1	0	1	i	0.4	3	-1	9
CCCC(=O)N1c2ccccc2[C@@H](N(C(C)=O)c2ccccc2)C[C@H]1C	-2	-2	2	0	-2	i	-2.8	-1	-5	-3
CCN(CC)CCCNC(=O)c1ccc2c(Cl)c3c(nc2c1)CCCC3	1	5	2	-14	0	i	1.4	-8	-1	0
Cc1onc(-c2ccccc2)c1C(=O)Nc1ccc(S(=O)(=O)NC2=NCCCCC2)cc1	16	1	-4	6	0	i	-0.6	-13	5	2
CC1=[N+](C)c2ccc3ccccc3c2C1(C)C	-2	-2	-5	-7	0	i	0.2	73	-1	83
Cc1ccc(S(=O)(=O)CC(=O)Nc2nnc(C)s2)cc1	-3	-4	0	0	1	i	0.2	18	-3	0
C#CCOC(=O)CCCNc1ccc([N+](=O)[O-])cc1[N+](=O)[O-]	3	-7	3	-24	1	i	2.0	-25	-2	0
CCCCNC(=S)NNC(=O)c1csc(C)c1	-7	-1	-6	-5	-2	i	0.2	18	1	6
CCN1C[C@@H]2[C@@H]3C(=O)N(Cc4ccccc4)C(=O)[C@@H]3[C@](C)(C1=O)N2C(=O)c1ccc(Br)cc1	0	2	-5	0	2	i	-0.7	-1	1	4
Cc1ccc(S(=O)(=O)N2CCCCC2)cc1NC(=O)C1CC1	-6	5	-1	15	-1	i	0.1	4	-4	7
COc1ccccc1NS(=O)(=O)c1cccc(NC(=O)Nc2cccc(Cl)c2)c1	-2	-14	-17	4	-4	i	3.6	15	4	-10
O=c1[nH]c(N2CCOCC2)cc2ccccc12	15	-5	-8	5	2	i	0.5	16	-5	-2
COC(=O)c1ccc(Oc2nc(Nc3ccc(F)cc3)nc(N3CCCC3)n2)cc1	6	-5	0	-6	-1	i	-3.3	19	-1	-8
The listing continues.
SMILES	NRP1-CendR mod	Scp-1 inhibitor	DNMT1 inh	SUMO1 PPI mod	STEP block	Rpn11 block	LMPTP block	SKN-1 block	NadD inh	MT1-MMP act inh
COc1ccccc1-c1nnn(C/C(N)=N/O)n1	-3	4	2	1	0	i	-1.4	-3	-1	4
Cc1c(C)n(C(=O)CN2CCN(c3ccccn3)CC2)c2ccccc12	-1	-5	-5	-6	1	i	1.0	0	-1	2
O=C(NC1CCCCC1)C(c1ccccc1)N(Cc1ccco1)C(=O)Cn1cnc2ccccc21 (configuration not stated)	-2	-6	-3	-2	0	i	0.7	14	9	2
CCCCNS(=O)(=O)c1cccc(S(=O)(=O)N2CCCC2)c1	1	-4	8	-3	-2	i	0.4	4	0	-2
O=[N+]([O-])c1ccc(COc2ccc(CN3CCCCC3)cc2)cc1	-4	1	-1	-28	0	i	0.5	40*	-4	6
C[C@H](CO)N1C[C@H](C)[C@H](CN(C)S(=O)(=O)c2cccc(F)c2)OCc2ccccc2-c2c(n(C)c3ccccc23)C1=O	4	/	-3	1	0	i	0.7	-6	-7	-3
O=C(COC(=O)c1ccc([N+](=O)[O-])cc1Cl)Nc1cccnc1Cl	-1	7	2	-38	0	i	0.4	10	1	0
COc1ccc(S(=O)(=O)N2CCCCC2)cc1NS(=O)(=O)c1ccccc1F	-12	-4	3	-1	-3	i	-0.6	-6	2	/
O=C(NN=C1CCN(Cc2ccccc2)CC1)C(O)c1ccccc1 (configuration not stated)	6	-5	2	-1	2	i	0.2	12	-4	1
CC(=O)N=c1sc2nc3ccccc3nc2n1N(C(C)=O)C(C)=O	-4	3	5	4	1	i	-0.5	-18	-5	-4
CCOc1ccc(OCC(=O)OCc2csc(CC(=O)Nc3ccccc3C)n2)cc1	10	-5	-3	4	0	i	0.5	2	-7	5
COc1ccc(C(CNC(=O)c2c(C)nn(Cc3ccccc3)c2Cl)N2CCOCC2)cc1 (configuration not stated)	-4	-3	-1	0	-1	i	-0.5	1	-4	0
COc1ccc(CN2CC(C(=O)N3CCOCC3)CC2=O)cc1 (configuration not stated)	12	0	-1	-2	-6	i	0.0	-25	-1	-3
